# From PubChem BioAssay
# PMK inhibit – S. pneumoniae PMK inhibitors, primary screen, biochemical, mevalonate pathway, pilot trial included | inhibition, % at 10 µM | purified PMK, PK/LDH-coupled NADH absorbance 340 nm | actives 0.49% (n = 65,000) | phosphomevalonate kinase (Streptococcus pneumoniae D39);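 active = top-ranked compounds by inhibition in the single 10 µM screen, taking a fixed number of the strongest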;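 note: 0% = full reaction with DMSO carrier and 100% = background rate without enzyme reaction; no value below 0 was filed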
# HPDE-C7 cytotoxicity – cytotoxicity in HPDE-C7 cells, cell-based, fluorescence, HTS (AID 430); HPDE-C7 pancreatic duct cells viability, fluorescence; higher % means a stronger effect; actives 1.8% (n = 63,000); cytotoxicity, % at 10 µM, or EC50 in µM where a hit was titrated;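 note: cells exposed to compound for 48 hours before viability readout; 0% = vehicle and 100% = reference cytotoxic drug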
# KRASV12 cytotoxicity – cytotoxicity in KRAS-transformed pancreatic duct cells, primary screen, cell-based, fluorescence, HTS (AID 431); HPDE-C7K KRASV12 cells, Alamar Blue viability, 48 h; higher % means a stronger effect; cytotoxicity, % at 10 µM; hits with a dose series show EC50 in µM; actives 1.7% (n = 63,000);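 active = compounds whose percent cytotoxicity in the single-dose primary screen, scaled between solvent and toxic-drug controls, exceeds 50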;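 note: 0% = DMSO solvent wells and 100% = doxorubicin-treated wells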
# Bfl-1 displacement – Bfl-1 inhibitors, primary screen, biochemical, fluorescence polarization, FITC-Bid, mouse (AID 432) | Bcl-2-related protein A1 (Mus musculus) | FITC-Bid BH3 peptide fluorescence polarization displacement; higher % means a stronger effect | displacement, % at 20 µM, or IC50 in µM where a hit was titrated | actives 0.02% (n = 64,000); in the data active = a potency from the dose series; inactive = the rest, 99 in 100 with displacement below about 15%; note: strong numbers were not always called active
# LYP inhibition – LYP phosphatase inhibitors, primary screen, biochemical, DiFMUP fluorescence, recombinant catalytic domain, 10 µM (AID 606); recombinant LYP catalytic domain, DiFMUP fluorescence; higher % means a stronger effect; inhibition, % at 10 µM; hits with a dose series show IC50 in µM; 52,000 tested, under 10 active; Tyrosine-protein phosphatase non-receptor type 22 (Homo sapiens);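 active = IC50 under 40 µM in the dose-response test; inactive = IC50 of 40 µM or more, or never dose-tested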
# Spn MK inh – S. pneumoniae MK inhibitors, primary screen, biochemical, PK/LDH-coupled NADH absorbance | mevalonate kinase [Streptococcus pneumoniae D39] | purified MK, PK/LDH-coupled NADH absorbance 340 nm | inhibition, % at 10 µM | actives 0.48% (n = 65,000);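 active = ranked among the strongest by inhibition in the single 10 µM screen, a fixed top-ranked set picked for dose follow-up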; note: no value below 0 was filed
# DPM-DC inhibit – S. pneumoniae DPM-DC inhibitors, primary screen, biochemical, PK/LDH-coupled NADH fluorescence. purified DPM-DC. calls only at 10 µM. actives 0.49% (n = 65,000);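 active = the 320 compounds with the highest percent inhibition in the single-dose primary screen, excluding strongly autofluorescent ones, cut at about 32% in these data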;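 note: kinetic rate of NADH fluorescence loss reporting ADP formed by the decarboxylase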
# HT1080 cytotoxicity – cytotoxicity in HT1080 fibrosarcoma cells, cell-based, fluorescence readout (AID 620); HT1080 viability, fluorescence; higher % means a stronger effect; cytotoxicity, % at 10 µM; hits with a dose series show EC50 in µM; actives 0.42% (n = 87,000);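 note: cells exposed to compound overnight then 4 h with Alamar Blue; 0% = vehicle DMSO and 100% = killing control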
# TNAP inhibition – human TNAP enzyme inhibitors, biochemical, luminescent (AID 518) | Alkaline phosphatase, tissue-nonspecific isozyme (Homo sapiens) | purified TNAP enzyme, luminescent substrate readout; higher % means a stronger effect | inhibition, % at 20 µM; hits with a dose series show IC50 in µM | actives 0.09% (n = 64,000); in the data active = a potency from the dose series; inactive = the rest, 99 in 100 with inhibition below about 22%;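 note: plate controls were vehicle for no effect and reference inhibitor for full effect; many of its hits are not listed in these tables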
# PMK inhibit pilot replicates – second read-out of PMK inhibit, no call of its own (marks repeat the call); inhibition, %; measured here: pilot screen replicates
# Spn MK inh pilot replicates – also measured in Spn MK inh; calls as there; inhibition, %; measured here: pilot screen replicates
# DPM-DC inhibit pilot screen % – also measured in DPM-DC inhibit; calls as there; inhibition, %; measured here: pilot screen trials
# Numbers without * were called inactive; i = inactive; . = not tested or not shown. Cut-off read from the data, not from the text of the source, unless noted: active = cytotoxicity above about 50%; inactive = the rest.
SMILES,PMK inhibit,HPDE-C7 cytotoxicity,KRASV12 cytotoxicity,Bfl-1 displacement,LYP inhibition,Spn MK inh,DPM-DC inhibit,HT1080 cytotoxicity,TNAP inhibition,others
O=C(NCc1ccc2c(c1)OCO2)c1ccc(NS(=O)(=O)c2ccc3c(c2)OCCO3)cc1,6,-9%,6%,2%,3%,4,i,-2%,11%,PMK inhibit pilot replicates=2.0;Spn MK inh pilot replicates=0.5;DPM-DC inhibit pilot screen %=1.0
Brc1cccc(-c2nnc(-c3ccccc3)o2)c1,4,-1%,0%,-2%,10%,1,i,0%,22%,
CC(=O)NC1CC2CCCC(C1)N2CC(=O)N1CCCc2ccccc21 (stereo unspecified),13,-6%,-8%,-3%,13%,3,i,-5%,6%,
NC(=O)c1ccsc1NC(=O)c1ccco1,5,-4%,-2%,-2%,6%,3,i,.,15%,
COCCCNC(=O)c1ccc(CS(=O)(=O)Cc2cccc(C)c2)o1,19,4%,-4%,3%,2%,3,i,-6%,-2%,
CCC(NC(=O)Nc1cc(OC)c(OC)c(OC)c1)(C(F)(F)F)C(F)(F)F,2,-15%,7%,-4%,2%,7,i,-3%,8%,PMK inhibit pilot replicates=2.0;Spn MK inh pilot replicates=0.0;DPM-DC inhibit pilot screen %=3.0
CCN(CC)S(=O)(=O)c1cccc(C(=O)NCCCN2CCOCC2)c1,8,-7%,-8%,-5%,14%,2,i,-6%,6%,
COc1ccccc1N1CCN(CCCC(=O)c2ccc(F)cc2)CC1,4,6%,6%,-8%,1%,8,i,-9%,5%,
Cc1[nH]c2ccccc2c1CC(=O)O,2,0%,-1%,3%,2%,1,i,-5%,6%,
C=CCNC(=O)c1ccccc1NS(=O)(=O)c1ccc(SC)cc1,5,23%,26%,-5%,-6%,6,i,-6%,2%,
Nc1ccc(-n2nnnc2-c2ccco2)cc1,19,-21%,-13%,8%,-1%,6,i,3%,-7%,
COc1ccc(CNC(=O)C2CC(c3ccc(OC)cc3)=NO2)cc1 (stereo unspecified),8,18%,4%,-8%,0%,3,i,-1%,4%,
Cn1c(CNc2ccccc2)nc2ccccc21,0,-11%,-5%,10%,11%,3,i,33%,1%,
Cc1noc(C(=O)Nc2c(C)nn(Cc3ccccc3)c2C)c1Cl,10,-3%,-4%,2%,.,12,i,-9%,12%,
Cc1ccc(C(=O)CSc2nnc(-c3cccnc3)n2N)cc1,2,31%,20%,1%,12%,5,i,5%,8%,PMK inhibit pilot replicates=0.0;Spn MK inh pilot replicates=0.0;DPM-DC inhibit pilot screen %=0.0
O=C(Cn1nc(Cc2cccnc2)c2ccccc2c1=O)N1CCN(c2ccccn2)CC1,2,0%,-1%,3%,-5%,1,i,6%,10%,
COc1ccc(CCNC(=O)CCn2c(SCC#N)nc3ccccc3c2=O)cc1OC,8,-8%,-14%,-6%,6%,2,i,6%,7%,
Cc1ccc(Cn2c(CN3CCN(C(=O)c4ccco4)CC3)nc3c2c(=O)n(C)c(=O)n3C)cc1,13,-18%,-8%,-2%,4%,9,i,23%,4%,
Cc1[nH]c2c(C)cccc2c(=O)c1Br,13,9%,15%,4%,3%,10,i,5%,16%,PMK inhibit pilot replicates=3.0;Spn MK inh pilot replicates=2.0;DPM-DC inhibit pilot screen %=6.0
Cn1c(=O)c(C(=O)Nc2cccnc2)c(O)c2ccccc21,0,-34%,-8%,-4%,-3%,8,i,-10%,7%,PMK inhibit pilot replicates=1.0;Spn MK inh pilot replicates=1.0;DPM-DC inhibit pilot screen %=0.0
CCn1cc(C(=O)NCc2ccc3c(c2)OCO3)c(=O)c2ccc(C)nc21,11,-2%,-6%,4%,1%,5,i,-12%,4%,
c1ccc2c(c1)CCCN2c1nc2ccccc2n2cnnc12,15,-4%,-4%,-7%,-3%,10,i,10%,9%,
CCCC1(C(=O)OC)NC(c2ccc(OC)c(OC)c2)C2C(=O)N(c3ccc4c(c3)OCO4)C(=O)C21 (stereo unspecified),0,-10%,-12%,-5%,6%,10,i,-2%,8%,
CC(NC(=O)C1CCC(=O)N1Cc1ccc(F)cc1)c1ccc2c(c1)OCCO2 (stereo unspecified),1,3%,2%,10%,7%,3,i,6%,11%,

# Sorted by length of the SMILES (ascending): 3 of the compounds above
SMILES,PMK inhibit,HPDE-C7 cytotoxicity,KRASV12 cytotoxicity,Bfl-1 displacement,LYP inhibition,Spn MK inh,DPM-DC inhibit,HT1080 cytotoxicity,TNAP inhibition,others
Cc1ccc(C(=O)CSc2nnc(-c3cccnc3)n2N)cc1,2,31%,20%,1%,12%,5,i,5%,8%,PMK inhibit pilot replicates=0.0;Spn MK inh pilot replicates=0.0;DPM-DC inhibit pilot screen %=0.0
Cc1noc(C(=O)Nc2c(C)nn(Cc3ccccc3)c2C)c1Cl,10,-3%,-4%,2%,.,12,i,-9%,12%,
Cc1ccc(Cn2c(CN3CCN(C(=O)c4ccco4)CC3)nc3c2c(=O)n(C)c(=O)n3C)cc1,13,-18%,-8%,-2%,4%,9,i,23%,4%,

# Next records follow:
SMILES,PMK inhibit,HPDE-C7 cytotoxicity,KRASV12 cytotoxicity,Bfl-1 displacement,LYP inhibition,Spn MK inh,DPM-DC inhibit,HT1080 cytotoxicity,TNAP inhibition,others
O=C(NCc1ccccn1)Nc1cccc(NC(=O)NCc2ccccn2)c1,10,-6%,0%,-1%,.,0,i,-1%,3%,
O=C(O)CCc1nc(-c2ccccc2Cl)no1,15,-5%,-10%,6%,.,5,i,1%,4%,
O=C(Cn1nnc(-c2ccccc2)n1)OC1CCOC1=O (stereo unspecified),13,-11%,-19%,2%,-8%,8,i,7%,8%,
O=C(CCS(=O)(=O)c1cccc2nonc12)N1CCN(c2ccc(F)cc2)CC1,0,-10%,-10%,-8%,-10%,4,i,44%,-8%,
O=C(CCCOc1ccccc1)Nc1ccncc1,14,-12%,-4%,-4%,.,0,i,-2%,4%,
CCOC(=O)N1CCC(NC(=O)Cn2cccc2C(=O)c2ccccc2C)CC1,15,-20%,-15%,-11%,-16%,0,i,0%,-5%,
Cn1c(SCc2ccon2)nc2ccccc2c1=O,9,.,.,.,-1%,7,i,2%,.,
CCOC(=O)c1cccc(NC(=O)C(C)N2C(=O)c3ccccc3C2=O)c1 (stereo unspecified),10,0%,-3%,-5%,11%,7,i,6%,10%,
CC(C)c1nc(-c2ccccn2)no1,4,-1%,-5%,-3%,4%,1,i,11%,3%,
CC(C)Cn1c(SC(C)C(=O)Nc2ccc3c(c2)OCCO3)nc2ccccc2c1=O (stereo unspecified),0,-6%,-22%,-7%,-11%,0,i,-3%,3%,
O=C(NC1CCCC1)c1ccc(CS(=O)(=O)c2ccc(Br)cc2)o1,9,0%,2%,-7%,9%,1,i,-6%,35%,
c1ccc2c(c1)CCN(c1ncnc3c1[nH]c1ccccc13)C2,0,18µM*,.,-8%,5%,0,i,13%,2%,

# Random excerpt: two compounds from above, in no set order.
SMILES,PMK inhibit,HPDE-C7 cytotoxicity,KRASV12 cytotoxicity,Bfl-1 displacement,LYP inhibition,Spn MK inh,DPM-DC inhibit,HT1080 cytotoxicity,TNAP inhibition,others
O=C(CCS(=O)(=O)c1cccc2nonc12)N1CCN(c2ccc(F)cc2)CC1,0,-10%,-10%,-8%,-10%,4,i,44%,-8%,
CC(C)c1nc(-c2ccccn2)no1,4,-1%,-5%,-3%,4%,1,i,11%,3%,

# Returning to the listing, repeating the 4 entries before the break.
SMILES,PMK inhibit,HPDE-C7 cytotoxicity,KRASV12 cytotoxicity,Bfl-1 displacement,LYP inhibition,Spn MK inh,DPM-DC inhibit,HT1080 cytotoxicity,TNAP inhibition,others
CC(C)c1nc(-c2ccccn2)no1,4,-1%,-5%,-3%,4%,1,i,11%,3%,
CC(C)Cn1c(SC(C)C(=O)Nc2ccc3c(c2)OCCO3)nc2ccccc2c1=O (stereo unspecified),0,-6%,-22%,-7%,-11%,0,i,-3%,3%,
O=C(NC1CCCC1)c1ccc(CS(=O)(=O)c2ccc(Br)cc2)o1,9,0%,2%,-7%,9%,1,i,-6%,35%,
c1ccc2c(c1)CCN(c1ncnc3c1[nH]c1ccccc13)C2,0,18µM*,.,-8%,5%,0,i,13%,2%,
CCc1ccccc1NC(=O)N1C2CCCC1CC(NC(=O)C(C)(C)C)C2 (stereo unspecified),3,5%,11%,-1%,-11%,2,i,-1%,7%,
N#Cc1cc2ccccc2nc1SCc1ccccn1,21,13%,20%,-2%,-3%,8,i,-5%,16%,
Oc1cnc2ccccc2c1CN1CCOCC1,0,2%,4%,4%,5%,0,i,2%,10%,PMK inhibit pilot replicates=2.0;Spn MK inh pilot replicates=0.0;DPM-DC inhibit pilot screen %=7.0
O=C(CSc1nnc(NC(=O)c2ccco2)s1)NC1CCCC1,9,-9%,1%,-13%,.,2,i,-4%,8%,
CCOC(=O)Cc1csc(/C(=N/O)C(N)=O)n1,2,7%,14%,3%,15%,10,i,2%,16%,PMK inhibit pilot replicates=1.0;Spn MK inh pilot replicates=0.5;DPM-DC inhibit pilot screen %=0.0
CCOc1ccc(OCC)c(NC(=O)C2CCN(c3nn4c(=O)cc(C)nc4s3)CC2)c1,19,.,.,-3%,7%,0,i,0%,5%,
O=C(NCc1ccco1)c1ccc(NC(=O)C2COc3ccccc3O2)cc1 (stereo unspecified),6,4%,0%,5%,2%,3,i,5%,11%,
COc1cc(CC(=O)OCC(=O)Nc2ncc(Cl)cc2Cl)cc(OC)c1OC,13,-12%,-3%,1%,.,8,i,-5%,5%,
COc1ccc(C)cc1N(CC(=O)NC1CCCC1)C(=O)CCC(=O)Nc1cc(C)on1,9,-20%,-6%,-5%,9%,9,i,-1%,6%,
CCCCc1ccc(NC(=O)C2CCN(S(C)(=O)=O)CC2)cc1,0,-7%,4%,-1%,12%,3,i,5%,3%,
COc1ccc(OC)c(NS(=O)(=O)c2ccc(Cl)s2)c1,9,22%,10%,-2%,.,2,i,8%,6%,
Cc1c(C(=O)NCC2CCCO2)sc2nc(-c3ccc(F)cc3)cn12 (stereo unspecified),9,4%,4%,-4%,1%,1,i,9%,7%,
COc1ccc2c(c1OC)C(=O)OC2Nn1cncn1 (stereo unspecified),0,4%,-10%,0%,9%,8,i,-6%,7%,PMK inhibit pilot replicates=4.0;Spn MK inh pilot replicates=7.0;DPM-DC inhibit pilot screen %=7.5
COc1ccc(-c2nc(N3CCCC3)nc3nn4c(C)cc(C)nc4c23)cc1,18,-12%,5%,4%,5%,0,i,-14%,9%,

# Grouped by structure: the entries above with a thiophene ring, fused or not.
SMILES,PMK inhibit,HPDE-C7 cytotoxicity,KRASV12 cytotoxicity,Bfl-1 displacement,LYP inhibition,Spn MK inh,DPM-DC inhibit,HT1080 cytotoxicity,TNAP inhibition,others
NC(=O)c1ccsc1NC(=O)c1ccco1,5,-4%,-2%,-2%,6%,3,i,.,15%,
COc1ccc(OC)c(NS(=O)(=O)c2ccc(Cl)s2)c1,9,22%,10%,-2%,.,2,i,8%,6%,
